# S1P2 agonist – agonists of human S1P2 receptor; O95136; S1P2-expressing cell line, agonist reporter read-out; activation, % at 4.5 µM; 97,000 tested, 0.46% active; in the data active = activation above about 16%;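 also: 0% = vehicle low control and 100% = maximal reference agonist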
# Target sequence (O95136 whole entry, looked up): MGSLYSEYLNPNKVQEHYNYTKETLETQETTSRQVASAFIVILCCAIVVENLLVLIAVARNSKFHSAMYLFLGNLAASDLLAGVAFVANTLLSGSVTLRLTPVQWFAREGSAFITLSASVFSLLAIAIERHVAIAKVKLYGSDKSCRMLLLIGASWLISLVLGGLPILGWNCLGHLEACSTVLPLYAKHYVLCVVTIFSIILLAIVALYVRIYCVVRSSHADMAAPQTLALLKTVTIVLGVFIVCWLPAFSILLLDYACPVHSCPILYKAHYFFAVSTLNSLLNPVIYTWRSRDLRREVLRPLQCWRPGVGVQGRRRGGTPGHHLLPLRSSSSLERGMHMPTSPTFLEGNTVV
# Mac1 fbg inh – inhibitors of human CD11b/CD18 binding to fibrinogen. inhibition, % at 10 µM. 93,000 tested, 0.54% active. K562 CD11b/CD18 adhesion to fibrinogen, ATPlite luminescence; Mn2+ added to activate the integrin. P05107+P11215;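 active = primary inhibition of 50% or more at 10 µM, then 40% or more on retest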; also: some results filed as inactive read as strong as hits
# sEH inhibitor – blocks human soluble epoxide hydrolase activity; P34913; recombinant human sEH enzymatic activity assay; inhibition, % at 2 µM; 91,000 tested, 0.34% active; AID 707; in the data active = inhibition above about 80%; also: values of inactives mirror those of a sister screen read the other way; many of its hits are not listed in these tables
# Target sequence (P34913 whole entry, looked up): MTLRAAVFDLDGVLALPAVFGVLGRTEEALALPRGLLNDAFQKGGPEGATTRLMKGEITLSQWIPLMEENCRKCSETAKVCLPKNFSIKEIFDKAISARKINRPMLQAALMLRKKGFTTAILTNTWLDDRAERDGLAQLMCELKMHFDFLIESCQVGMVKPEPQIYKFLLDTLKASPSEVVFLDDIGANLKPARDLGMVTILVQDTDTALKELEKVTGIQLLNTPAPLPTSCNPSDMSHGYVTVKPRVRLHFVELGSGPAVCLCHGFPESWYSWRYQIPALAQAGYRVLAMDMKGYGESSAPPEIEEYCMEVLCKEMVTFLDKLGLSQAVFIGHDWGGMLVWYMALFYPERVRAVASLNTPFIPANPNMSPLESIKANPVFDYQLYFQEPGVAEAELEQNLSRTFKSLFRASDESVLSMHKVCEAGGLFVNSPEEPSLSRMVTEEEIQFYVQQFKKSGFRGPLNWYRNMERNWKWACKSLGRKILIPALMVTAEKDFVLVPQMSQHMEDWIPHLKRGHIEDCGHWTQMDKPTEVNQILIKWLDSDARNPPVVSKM
# sEH act – increases human soluble epoxide hydrolase activity | P34913 | purified human sEH enzymatic activity, activator screen | activation, % at 2 µM | 91,000 tested, 0.04% active; in the data active = activation above about 37%; also: values of inactives mirror those of a sister screen read the other way
# PostGolgi ctrl – yeast control strain growth, post-Golgi counter-screen; efflux-deficient yeast background strain, growth absorbance A615, 16 h; inhibition, % at 10 µM; 98,000 tested, 5% active; AID 738
# PostGolgi yeast – growth inhibition of a yeast mutant, post-Golgi transport screen. post-Golgi transport phenotypic cell assay. 98,000 tested, 0.9% active. inhibition, % at 10 µM;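 also: yeast cells grown in 1536-well plates; yeast grown about 18 h at 30C before absorbance read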
# Ecoli WT expand – blocks growth of wild type E. coli BW25113; OD600 absorbance; growth inhibition, % at 100 µM; 98,000 tested, 0.15% active;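 active = growth inhibition above about 50% at one test dose, limit read from the data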;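 also: growth measured after 20 h incubation at 37 °C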
# PLAP activator – activates human placental alkaline phosphatase | purified PLAP enzyme, luminescent substrate read-out; hits give high values | activation fold at 20 µM | 96,000 tested, 1.2% active | AID 696; in the data active = activation fold above about 2
# S1P2 antag – antagonists of human S1P2 receptor; AID 736; cell-based S1P2 antagonist assay, inhibition at 5 uM; O95136; inhibition, % at 5 µM; 97,000 tested, 0.21% active; in the data active = inhibition above about 45%;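 also: CRE beta-lactamase reporter cells expressing human S1P2 stimulated with S1P; 0% = agonist at EC80 alone and 100% = agonist plus reference antagonist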
# * hit, by the source's call; . = no result given. Rule as the data show it, unless noted: active = inhibition above about 30%; inactive = the rest.
SMILES,S1P2 agonist,Mac1 fbg inh,sEH inhibitor,sEH act,PostGolgi ctrl,PostGolgi yeast,Ecoli WT expand,PLAP activator,S1P2 antag
COc1ccc(N(CC(=O)NCc2cccs2)S(=O)(=O)c2c(C)n[nH]c2C)cc1,-1,0,.,.,0,-2,3,1.9,19
Cc1cc(NC(=O)CSc2nc3ccccc3[nH]2)no1,-3,-33,14,-10,-3,11,18,1.6,0
CCOc1ccc(CCNC(=O)CCCN2C(=O)c3ccccc3C2=O)cc1OCC,-6,.,20,-20,10,-3,-6,1.1,10
Cc1ccc(Nc2nc(-c3c(C)n(C)n(-c4ccccc4)c3=O)c(C)s2)cc1,-7,9,6,-5,27,-4,8,1.3,24
COc1ccc(Cl)cc1N1C(=O)CC(N2CCc3ccccc32)C1=O (stereo not drawn),-1,-40,-9,10,-7,-5,-2,1.2,-32
Cc1cc(C)c2nc(N3CCC(C(=O)N4CCCC4)CC3)sc2c1,-1,-8,5,-4,9,12,1,1.4,7
Cc1ccc(S(=O)(=O)NNC(=O)c2sccc2-n2cccc2)cc1,-4,.,-5,8,1,-11,5,1.1,11
CCCN1CC=C2C(C#N)=C(N)C(C#N)(C#N)C(c3cc(OC)ccc3OC)C2C1 (stereo not drawn),6,0,-24,24,5,17,7,1.7,-2
CCCCCOC(=O)NCCOC(=O)Nc1ccc(C(=O)OCC)cc1,-9,.,.,.,43*,3,4,1.1,-10
CCOC(=O)c1ccc(NC(=O)CSc2nnc(CNC(=O)c3ccccc3F)o2)cc1,-2,10,-6,8,5,5,-11,1,-21
N#Cc1ccc(C(=O)Nc2ccc(N3CCN(C(=O)c4ccco4)CC3)cc2)c(F)c1,-4,.,37,-36,-5,2,-3,0.8,0
N#Cc1cc(C#N)c(N2CCN(c3cccc(Cl)n3)CC2)nc1N,-5,.,-1,2,58*,1,7,0.7,5
O=C(CCCn1c(=O)[nH]c2ccsc2c1=O)N1CCN(Cc2ccc3c(c2)OCO3)CC1,-5,.,1,-1,.,.,.,.,16
Cc1cccc(NC(=O)Cc2noc3ccccc23)c1,15,.,9,-7,.,.,.,.,-13
COc1ccc(CCNc2nncc(=O)[nH]2)cc1OC,-5,0,-10,11,13,-4,2,0.9,-12
CC1=C(C(=O)OC2CCCCC2)C(c2ccco2)C2=C(CC(C)(C)CC2=O)N1 (stereo not drawn),-3,-3,4,-4,41*,19,-3,1,-18
CCOC(=O)C1CCCN(c2ncnc3c2[nH]c2cccc(OC)c23)C1 (stereo not drawn),-5,-7,-8,8,6,-3,7,1.6,18
O=C(O)CCC(=O)Nc1ccccc1C(=O)Nc1ccccc1,-2,-6,-8,8,5,-4,0,1.5,1
COc1nc(OCCNC(C)=O)nc(N(C)C)n1,-2,8,12,-11,6,1,-4,1,-12
O=C(NCCN1CCOCC1)c1cccs1,-6,-2,-6,3,8,19,0,0.9,1
CCN1CCN(c2cc(C(C)(C)C)nc3c(-c4ccccc4)c(C)nn23)CC1,-4,12,0,-1,76*,21,10,1.6,9
CC1(c2ccc3noc(-c4ccc(Cl)cc4)c3c2)OCCO1,-2,14,-8,6,3,-11,-3,1.1,-18
CCOC(=O)C1CCN(CC(=O)Nc2c(C(=O)OC)[nH]c3cccc(C)c23)CC1,-7,-11,7,-8,1,5,5,1.3,-7
COC(=O)CCC(=O)Nc1cccc2c(NC(=O)CCC(=O)OC)cccc12,-1,.,2,1,3,0,-5,1.2,-15
CCc1ccc(C(=O)CCC2CCCCC2=O)cc1 (stereo not drawn),-2,-9,-12,14,8,4,3,0.9,-10

# Brought forward from above: 6 entries, followed by the next part.
SMILES,S1P2 agonist,Mac1 fbg inh,sEH inhibitor,sEH act,PostGolgi ctrl,PostGolgi yeast,Ecoli WT expand,PLAP activator,S1P2 antag
O=C(NCCN1CCOCC1)c1cccs1,-6,-2,-6,3,8,19,0,0.9,1
CCN1CCN(c2cc(C(C)(C)C)nc3c(-c4ccccc4)c(C)nn23)CC1,-4,12,0,-1,76*,21,10,1.6,9
CC1(c2ccc3noc(-c4ccc(Cl)cc4)c3c2)OCCO1,-2,14,-8,6,3,-11,-3,1.1,-18
CCOC(=O)C1CCN(CC(=O)Nc2c(C(=O)OC)[nH]c3cccc(C)c23)CC1,-7,-11,7,-8,1,5,5,1.3,-7
COC(=O)CCC(=O)Nc1cccc2c(NC(=O)CCC(=O)OC)cccc12,-1,.,2,1,3,0,-5,1.2,-15
CCc1ccc(C(=O)CCC2CCCCC2=O)cc1 (stereo not drawn),-2,-9,-12,14,8,4,3,0.9,-10
COC(=O)Nc1ccc(C)c(NC(=O)OC)c1,0,3,1,-1,5,-3,0,1.1,18
Cc1ccc(S(=O)(=O)NC2=NCN(CCN3CCOCC3)CN2)cc1,-1,13,7,-4,5,-3,4,0.9,-2
O=C(Nc1cc(N2CCOCC2)ncn1)NC1(C(F)(F)F)Oc2ccccc2O1,-3,.,5,0,.,.,.,.,0
CC(C)N(Cc1nc(-c2ccccc2)no1)S(=O)(=O)c1ccccc1,0,2,8,-8,16,-4,-8,0.8,-4
CCCN1Cc2cccc(C(N)=O)c2C1=O,-2,-5,-4,4,-17,-2,6,1,9
CCOC(=O)c1c(C)nc2ccc(C)cn12,-1,-4,14,-12,1,-3,7,0.9,-14
CC(=O)c1c(C)n([O-])c2ccccc2[n+]1=O,-6,9,-1,0,13,16,100*,0.9,1
COc1ccc(O)c(C(=O)c2cnc3onc(C)c3c2)c1,-3,3,-3,1,-8,-27,2,1.1,8
COc1cccc(NC(=O)CSc2nnc(Cn3nnc4ccccc43)n2C)c1,-3,.,-10,15,.,.,.,.,-16
COc1ccc(C2C(C(N)=O)=C(C)Nc3nc(-c4ccccc4)nn32)cc1OC (stereo not drawn),-6,-4,10,-11,1,2,8,0.9,17
CCOC(=O)N1CCN(C(=O)C2CCCN(S(=O)(=O)c3cc(C)ccc3OC)C2)CC1 (stereo not drawn),-4,-25,-2,4,-2,0,-1,1.5,-4
Cc1ccc2c(c1)sc1nc(=O)n(-c3ccc(Cl)cc3)c(=O)n12,-8,1,6,-6,22,-4,0,0.8,1
Cc1ccc(C(C(=O)NC2CCCCC2)N2CCOCC2)cc1 (stereo not drawn),4,-7,-10,8,23,17,6,1.1,-25
COc1c(C)cccc1C(=O)Nc1ccc(CN2CCCCC2)cc1,-4,6,-11,13,1,7,5,1.8,-1
COc1ccc2nc(NC(=O)CCc3nc(-c4ccccc4F)no3)sc2c1,-3,-7,9,-7,4,-4,-8,0.8,18
O=C(O)c1cccn1Cc1ccccc1F,-6,0,15,-16,2,0,-7,1,9
N#Cc1c2c(c(NCc3cccnc3)n3c1nc1ccccc13)CCC2,0,-11,1,-4,12,0,0,0.8,-33
C=CCOc1ccc(CNc2nccs2)cc1,0,.,-4,9,.,.,.,.,-9
Cc1ccc(C(=O)Nc2ccc(S(=O)(=O)N3CCc4ccccc43)cc2)o1,-3,63,28,-28,24,7,-10,0.8,-9
CCn1c(CS(=O)Cc2ccc(Cl)cc2Cl)nnc1SCc1c(Cl)cccc1Cl (stereo not drawn),-4,12,8,-7,8,15,-2,0.9,-5
C=CCN1C(=O)C(Cc2ccc(F)cc2)S/C1=N/N=C/c1cccs1 (stereo not drawn),-8,-15,15,-16,7,8,-7,0.8,15
CCCNC(=O)c1ccccc1NC(=O)Nc1ccccc1C,-2,-5,-1,1,7,-3,10,0.8,2
N/C(COc1ccccc1)=N\NC(=O)c1cccnc1Oc1ccccc1,-5,-25,-8,6,16,-2,8,.,4
O=c1c2c3c(sc2nc2n1N=C(c1cccs1)CS2)CCCC3,-2,25,-3,1,1,0,-28,0.9,1
COc1c(C)cc(S(=O)(=O)NC2CC(C)(C)NC(C)(C)C2)c(C)c1C,-3,.,-3,3,.,.,.,.,3

# (cont.)
SMILES,S1P2 agonist,Mac1 fbg inh,sEH inhibitor,sEH act,PostGolgi ctrl,PostGolgi yeast,Ecoli WT expand,PLAP activator,S1P2 antag
C/C(=N\Nc1cc(Cl)nc(C)n1)c1ccc(C)cc1,-2,.,-48,52*,.,.,.,.,-31
Cc1ccccc1N(Cc1nnc2n1CCCCC2)C(=O)Nc1ccccc1,-5,-10,-5,5,8,1,-1,1.2,-6
CCCc1nc(NCc2ccco2)c(C#N)c2c1COC(C)(C)C2,.,6,.,.,12,4,-11,0.9,.
Cc1ccccc1/C=N/NC(=O)Cn1cnc([N+](=O)[O-])n1,-8,-58,-1,2,2,-2,11,1,-6
CCN(CC)c1ccc(-c2c(C#N)c(N)nc(OC)c2C#N)cc1,15,-1,-26,27,9,8,-4,0.9,-1
Cc1noc(C)c1COC(=O)Cc1ccc(Cl)c(Cl)c1,-3,-15,5,-6,21,1,5,0.9,17
N#CC(=C=[N-])C1=C(C#N)C(c2ccccc2F)C([n+]2ccccc2)C(O)(C2CC2)N1 (stereo not drawn),-12,6,-8,6,4,-8,5,0.8,21
CCOC(=O)C1=C(C)C(c2ccccc2OC)NC(=S)N1 (stereo not drawn),-3,.,-2,2,2,-3,-3,1.1,-1
Cc1ccc(NC(=S)NCc2ccc3c(c2)OCO3)c(C)c1,-7,-53,-2,5,4,0,8,0.7,20
Cc1nnc2ccc(N3CCC4(CC3)OCCO4)nn12,1,.,9,-6,8,-4,-6,1,-22
COCCn1c(SCC(=O)NCc2cccs2)nnc1-c1ccc(OC)cc1,-4,-8,0,0,1,-5,4,0.8,4
Cc1ccccc1-n1c(C)cc(/C=C2\NC(=O)NC2=O)c1C,-7,.,-4,5,.,.,.,.,14
C=CCOc1ccc(CNC(C)(C)CO)cc1OC,-2,.,-11,10,-2,-6,-7,0.8,1
CCCSc1nc(C)cc(C)c1S(=O)(=O)c1ccccc1C,-2,.,-2,2,17,-5,11,0.8,-2
Cn1c(C(O)c2ccc(Cl)cc2)nc(Cl)c1Cl (stereo not drawn),-14,-1,6,-7,15,-1,21,0.9,2
COCCCn1c(SCC(=O)Nc2ccccc2)nnc1-c1ccncc1,-3,.,11,-8,.,.,.,.,2
O=C1Nc2cc(Cl)c(Cl)cc2N(O)N1c1cc(Cl)cc(Cl)c1,-4,.,8,-5,33*,-18,13,1,4
C=CCN(CC=C)C(=O)C1CCC(C(=O)N(CC=C)CC=C)CC1 (stereo not drawn),-1,-10,4,-2,-2,2,-2,1.2,-9
CCn1c(=O)c2ccccc2n2c(SCC(=O)N3CCCc4ccccc43)nnc12,-6,.,6,-5,9,-3,-8,.,-3
CC1(C)Cc2c(C#N)c(SCCC#N)nc(N3CCOCC3)c2CS1,.,.,.,.,9,13,5,1.5,.
O=C(CN1CCN(Cc2ccccc2F)C1=O)NCCc1ccc(Cl)cc1,-6,-1,3,-5,3,-3,1,1.4,25
COCCn1nnnc1C(c1ccc(O)c(OC)c1)N1CCc2ccccc2C1 (stereo not drawn),.,-16,.,.,5,10,-3,0.9,.
CC1(C)Cn2c(nnc2-c2cccc(O)c2)S1,-2,-6,2,-4,1,-7,6,1,7
CC(C)CSc1ncc(-c2cccc(C(F)(F)F)c2)cn1,-3,.,9,-7,7,17,2,1,3
O=[N+]([O-])c1cccc(/C=N/Nc2nccnc2Cl)c1,-10,-3,-17,14,7,2,0,0.9,21

# Going on with the list:
SMILES,S1P2 agonist,Mac1 fbg inh,sEH inhibitor,sEH act,PostGolgi ctrl,PostGolgi yeast,Ecoli WT expand,PLAP activator,S1P2 antag
CC1(C)C(=O)OC(c2cccs2)C2(CCCCC2)C1=O (stereo not drawn),-5,-6,-11,11,8,6,-4,0.8,-11
CCOC(=O)CSc1nc2c(cnn2-c2ccc(C)cc2)c(=O)[nH]1,-5,.,-10,8,-4,-6,-2,0.9,15
O=C(COc1ccc2ccccc2c1)NC1CC1,-1,-1,27,-28,-5,3,9,0.8,-3
CCOc1ccc(C2N(c3ccc(OC)cc3)C(=O)C3CCCN32)cc1OC (stereo not drawn),-3,5,3,-4,6,-25,2,1.6,8
COc1ccc(CCNC(=O)C2CCN(S(=O)(=O)c3c(C)noc3C)CC2)cc1OC,-4,-4,7,-9,-4,0,8,1.4,2
COc1cccc(C(=O)CSc2nnc(CNc3nc(-c4ccccc4)cs3)n2C)c1,-3,3,2,-2,10,2,3,1.1,15
CCOC(=O)Nc1sc2nc(C)cc(C)c2c1-n1cccc1,-7,-7,1,-4,41*,9,-20,1,2
CCOC(=O)c1c(NC(=O)Cn2cc([N+](=O)[O-])cn2)sc2c1CCC2,-1,-7,-2,4,-1,2,-17,0.9,7

# Assay outcomes: PubChem, several laboratories

# Hits appear at their usual frequency, and some 7.1% of all compounds hit somewhere here.
